# IMPase inh: qHTS Assay for Identifying the Cell-Membrane Permeable IMPase Inhibitors. Inositol monophosphatase 1 (Rattus norvegicus), P97697. CHO-M1 cells, IP1 accumulation, HTRF TR-FRET ratio. inhibition (IP1 accumulation), % at 46.1 µM. 120,000 tested, under 10 active; active = well fitted curve in the direction sought with a large enough effect in the signal ratio, not every such curve was filed as active; inconclusive = small, poorly fitted or top-dose-only effect, or a change in a side signal; inactive = no such curve, though single readings can be large or run the other way; the % refers to the signal ratio;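 also: cells stimulated with carbachol in lithium chloride buffer; plate controls were DMSO basal wells for no effect and reference inhibitor wells for full effect; higher means more IMPase inhibition seen as more IP1 and lower FRET ratio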
# Target sequence (P97697 whole entry, looked up): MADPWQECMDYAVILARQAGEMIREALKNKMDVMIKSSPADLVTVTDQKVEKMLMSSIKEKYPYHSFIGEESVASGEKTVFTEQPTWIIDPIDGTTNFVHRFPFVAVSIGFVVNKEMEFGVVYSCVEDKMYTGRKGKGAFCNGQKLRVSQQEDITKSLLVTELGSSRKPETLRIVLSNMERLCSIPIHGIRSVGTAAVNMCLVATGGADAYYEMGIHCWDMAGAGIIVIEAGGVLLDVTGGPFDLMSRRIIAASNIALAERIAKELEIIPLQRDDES
#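 Cellular IMPase inhibition is scored as a rise in cytosolic IP1, detected by competitive TR-FRET between d2-labelled IP1 and a europium anti-IP1 antibody. M1-expressing CHO cells were stimulated with carbachol for 30 min at 37C, with lithium (50 mM LiCl) present in the buffer.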
# ALOX15B inhib: qHTS Assay for Inhibitors of 15-hLO-2 (15-human lipoxygenase 2); Polyunsaturated fatty acid lipoxygenase ALOX15B (Homo sapiens), O15296; purified 15hLO-2, xylenol orange hydroperoxide absorbance; Potency, µM (titrated, usually from 57.1 µM), for inactives: at the highest dose activity change, negative = inhibition, hits mostly inhibitors; hit rate 0.56% among 110,000; AID 881, 2007; also: potency is read from the fitted curve at half-maximal effect; nearly all actives have a fitted effect of over 60% in size; many of its hits are not listed in these tables
#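 Screening format was qHTS against 50 nM purified 15hLO-2 in Hepes pH 7.5 with detergent. Activity follows hydroperoxide formation from 45 uM arachidonic acid, measured as 573:405 nm absorbance ratio of the ferric-xylenol orange complex.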
# 12-hLO inh: qHTS Assay for Inhibitors of 12-hLO (12-human lipoxygenase); hit rate 0.12% among 150,000; Polyunsaturated fatty acid lipoxygenase ALOX12 (Homo sapiens), P18054; purified 12-hLO, xylenol orange hydroperoxide absorbance; Potency, µM (series often up to 57.1 µM), inactives show at the top dose activity change, negative = inhibition, hits mostly inhibitors; AID 1452, 2008; also: potency is read from the fitted curve at half-maximal effect; nearly all actives have a fitted effect of over 55% in size; many of its hits are not listed in these tables
# Target sequence (P18054 whole entry, looked up): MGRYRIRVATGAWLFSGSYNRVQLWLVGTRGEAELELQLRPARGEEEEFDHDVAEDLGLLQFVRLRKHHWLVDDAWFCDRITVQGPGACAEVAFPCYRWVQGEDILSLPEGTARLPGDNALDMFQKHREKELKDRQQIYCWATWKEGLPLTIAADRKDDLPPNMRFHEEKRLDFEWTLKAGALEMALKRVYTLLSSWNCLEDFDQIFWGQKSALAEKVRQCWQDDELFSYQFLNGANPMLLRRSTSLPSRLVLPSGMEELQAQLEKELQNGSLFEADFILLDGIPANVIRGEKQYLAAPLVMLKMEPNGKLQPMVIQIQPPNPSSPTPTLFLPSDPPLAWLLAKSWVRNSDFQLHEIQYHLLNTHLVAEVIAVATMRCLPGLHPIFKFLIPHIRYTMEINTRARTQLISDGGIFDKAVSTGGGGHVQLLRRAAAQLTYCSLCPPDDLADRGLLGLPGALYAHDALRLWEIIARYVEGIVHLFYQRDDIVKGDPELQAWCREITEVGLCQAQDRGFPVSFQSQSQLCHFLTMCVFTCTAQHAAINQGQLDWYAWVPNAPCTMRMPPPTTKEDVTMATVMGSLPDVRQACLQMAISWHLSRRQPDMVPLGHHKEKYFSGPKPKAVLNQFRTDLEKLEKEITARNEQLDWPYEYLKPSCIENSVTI
#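 Lipoxygenase turnover measured by absorbance at 573 and 405 nm after Fe-XO development. Human 12hLO 150 nM, arachidonate 40 uM, pH 7.0 Hepes buffer with detergent; 15 min compound preincubation, 30 min reaction.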
# PNC assembly inh: High Content Assay for Compounds that inhibit the Assembly of the Perinucleolar Compartment | PC3M PTB-GFP, PNC prevalence imaging, 16 h; active compounds read low | activity change (PNC), negative = inhibition, % at 10 µM | hit rate 3.1% among 140,000 | AID 2417, 2010;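 active = readout at or below -70, meaning at least 70% loss of cells showing the perinucleolar compartment, a nuclear body marking cancer cells; inconclusive = readout between -30 and a set limit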;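 also: plate controls were DMSO wells for no effect and camptothecin positive control wells for full effect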
#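 Read-out is percentage of cells bearing a perinucleolar compartment, from automated 20x imaging of fixed, Hoechst-stained PC3M PTB-GFP cells. Cells were seeded 4 h, then exposed 16 h to compound (23 nl of library stock) in duplicate plates.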
# Active calls of the source: *; u = inconclusive; x = no result given; & = joins results of further samples; [ ] = remark or other dose. Unless noted, calls follow the shape of the dose curve; as a rule, active = well fitted curve in the direction sought with a large enough effect; inconclusive = small, poorly fitted or top-dose-only effect, or another doubt; inactive = no such curve, though single readings can be large; an effect the other way counts as inactive or inconclusive. Unless noted, % is scaled to controls: 0 for no effect and ±100 for the full control effect.
# The opening 3 entries, to show the layout:
# The line under a structure holds: PNC assembly inh, IMPase inh, 12-hLO inh, ALOX15B inhib
- CCOc1cc(C(c2c(C)[nH][nH]c2=O)c2c(C)[nH][nH]c2=O)ccc1OCc1ccc([N+](=O)[O-])cc1
  u, 1, -9%, 43%[activator]
- O=S(=O)(NCc1ccccc1Cl)c1cnc[nH]1
  -8, -3, -6%, 1%
- O=C(c1cccc(F)c1)N1CCC2(CC1)CCN(c1ccncc1)CC2
  x, x, 6%, 1%

# Results, from the start:
# The line under a structure holds: PNC assembly inh, IMPase inh, 12-hLO inh, ALOX15B inhib
- CCOc1cc(C(c2c(C)[nH][nH]c2=O)c2c(C)[nH][nH]c2=O)ccc1OCc1ccc([N+](=O)[O-])cc1
  u, 1, -9%, 43%[activator]
- O=S(=O)(NCc1ccccc1Cl)c1cnc[nH]1
  -8, -3, -6%, 1%
- O=C(c1cccc(F)c1)N1CCC2(CC1)CCN(c1ccncc1)CC2
  x, x, 6%, 1%
- COC(=O)C1C(=O)C2=C(CC1C)NC(C)=C(C(=O)OCCOc1ccccc1)C2c1ccc(C)o1 (centres undefined)
  33, 3, 3%, x
- CCCCN(CCCC)S(=O)(=O)c1ccc2[nH]c(=O)[nH]c2c1
  8, 1, 0%, 1%
- NC(=O)COc1ccc(=O)n(-c2ccccc2)n1
  1, 8, -2%, 14%
- OCC1OC(n2cnc3c(=S)nc[nH]c32)C(O)C1O (centres undefined)
  x, x, 1%, 1%
- CC1=[N+](CC(=O)NC(C)(C)C)CCc2ccccc21
  43, x, -2%, x
- COC(=O)C1=C(CN2CCSCC2)NC(=O)NC1c1cc(C)ccc1C (centres undefined)
  u, -1, 1%, 3%
- C=CCSC(=C(C#N)C#N)c1cc2c([nH]1)CCCC2
  26, 2, -23%, u

# The line under a structure holds: PNC assembly inh, IMPase inh, 12-hLO inh, ALOX15B inhib
- CCNS(=O)(=O)c1ccc(NC(=O)Nc2cccc(C(F)(F)F)c2)cc1
  -9, -1, -16%, 1%
- CCOc1cc(CNC(C)C)c(Cl)cc1OCC(=O)NCCc1ccccc1
  27, 6, 4%, 19%
- O=C(NCC(=O)N(c1cccnc1)C(C(=O)NCc1ccco1)c1ccccc1)c1ccco1 (centres undefined)
  u, 3, 1%, -2%
- O=C(Nc1ccccc1N1CCCC1)c1cc2ccccc2o1
  -26, 1, 2%, 6%[2.29 µM]
- COC(=O)[C@@]1(Cc2ccc(OC)cc2)[C@H]2c3cc(C(=O)N4CCCC4)n(CCO)c3C[C@H]2CN1C(=O)c1ccccc1
  16, x, -7%&-2%, -2%
- Cc1ccc(S(=O)(=O)N2CCC(=O)N(C(COCc3cccc(C(F)(F)F)c3)C(C)C)CC2)cc1 (centres undefined)
  41, x, -6%, x
- CCOCCCNC(=O)C(NC(=O)CNC(=O)c1ccccc1)c1ccccc1 (centres undefined)
  34, 6, 7%, -3%
- Nc1ccc(S(=O)(=O)NCCS(=O)(=O)O)cc1
  x, x, 0%[11.4 µM], -8%[11.4 µM]
- O=C(C(NS(=O)(=O)c1cccs1)c1ccccc1)N1CCN(c2ccccc2)CC1 (centres undefined)
  30, 4, -3%, -19%
- COc1ccc(S(=O)(=O)Cc2ccc(C(=O)NCc3cccs3)o2)cc1
  -1, -5, 4%, 4%

# The line under a structure holds: PNC assembly inh, IMPase inh, 12-hLO inh, ALOX15B inhib
- Cn1nnnc1SCCNCc1ccccc1F
  -2, -4, -4%, -1%
- O=C(CN1CCN(CC(=O)c2ccc(F)cc2)CC1)Nc1ccccc1Cl
  -7, 4, 4%, -15%
- COc1ccc(-c2cc(C(=O)n3cnc4ccccc43)c3ccccc3n2)cc1
  -15, -10, -6%, 25%
- COc1ccc(-c2cc(-c3nnc(COC(=O)CC4CC5CCC4C5)o3)c3ccccc3n2)cc1OC (centres undefined)
  78, 4, -2%, x
- Cc1cnc(C(=O)OCC(=O)Nc2cccc(S(=O)(=O)N3CCCCC3)c2)cn1
  u, -5, -1%, x
- CC(=O)c1cn(CCCCCCCn2cc(C(C)=O)c(=O)[nH]c2=O)c(=O)[nH]c1=O
  5, x, 3%, x
- CCOC(=O)CSc1nnc(Cc2ccccc2)n1CC1CCCO1 (centres undefined)
  19, -2, 5%, -2%
- Cc1ccc(CNC(=O)[C@H](C)[C@H]2C[C@]2(C)[C@H](NC(=O)OCc2ccccc2)c2ccccc2)c(F)c1F
  x, x, -11%, 5%
- CCCCSc1nnc(-c2ccc(C)cc2)c2ccccc12
  32, x, -2%, x
- COc1cc2c(cc1OC)C(c1ccc(N(C)C)cc1)CC(=O)N2 (centres undefined)
  30, 9, -1%, -1%

# The line under a structure holds: PNC assembly inh, IMPase inh, 12-hLO inh, ALOX15B inhib
- Cc1cc(-c2ccco2)n(-c2ccccc2)n1
  u, 5, -20%, u
- Cc1nc(CCNC(=O)Cc2ccccc2)cs1
  0, 0, -4%, 8%
- CCn1c(SCC(=O)N2CCN(c3ccccc3)CC2)nnc1-c1ccncc1
  -100*, 3, -1%, x
- CN(C)c1ccc(/C=N/NC(=O)CN2CCN(c3ccc(F)cc3)CC2)cc1
  u, x, 1%, x
- O=C(c1ccccc1NS(=O)(=O)c1cccc([N+](=O)[O-])c1)N1CCOCC1
  15, 2, -4%, -2%
- Cc1ccc(N2CC(C(=O)Nc3nnc(SCC(=O)Nc4cc(C)on4)s3)CC2=O)cc1 (centres undefined)
  u, x, -2%, x
- COc1ccccc1/C=C/C=N/N1CCN(Cc2ccc(Cl)cc2)CC1
  21, 6, -20%, 36%[activator]
- Cc1cc(-c2ccccc2)n(-c2ccc(C(N)=O)cc2)n1
  -17, -3, -5%, x
- O=C(COC(=O)CNC(=O)C1CCCCC1)Nc1ccc2ccccc2c1
  14, 0, -2%, -3%
- Clc1ccc(-c2nnc3n2CCCCC3)cc1
  u, -4, 4%, 1%

# The line under a structure holds: PNC assembly inh, IMPase inh, 12-hLO inh, ALOX15B inhib
- Fc1c(F)c(F)c(CSc2nc3ccccc3[nH]2)c(F)c1F
  41, -1, 0%, 6%
- Cc1ccc(C(=O)COC(=O)c2cnccn2)cc1
  -102*, 0, 2%, -8%
- CCCCNC(=O)C(c1ccc(OCC(=O)OC)c(C(=O)OC)c1)N(CCc1ccccc1)C(=O)CCCCCN1C(=O)NC(c2ccc(-c3ccccc3)cc2)C(C(=O)OCc2ccccc2)=C1C (centres undefined)
  x, x, -7%, -4%
- CCOC(=O)c1cnc2ccc(Cl)cc2c1NCCN(C)C
  -15, u, 3%, x
- O=C(Nc1ccc(Cl)cc1)C(c1ccccc1)N(CCO)CCO (centres undefined)
  -3, -6, 1%, -13%
- CCCCCC1CC(=O)N(Cc2ccccc2)C(=O)N1 (centres undefined)
  -6, 9, -8%, 2%
- CC(C)(C)c1ccc(NC(=O)COC(=O)CCN2C(=O)c3cccc([N+](=O)[O-])c3C2=O)cc1
  38, 3, -2%, x
- C[C@@H](CN1CCC(Cc2ccccc2)CC1)[C@H](O)c1ccc(O)cc1
  x, 13, -9%, 17%
- CCCCOC(=O)C1=C(C)Nc2ncnn2C1c1ccc(OCC)c(OC)c1 (centres undefined)
  -16, -10, -7%, 28%
- O=C(CSc1ncccn1)N1CCN(C(=O)CSc2ncccn2)CC1
  44, x, 0%, x

# The line under a structure holds: PNC assembly inh, IMPase inh, 12-hLO inh, ALOX15B inhib
- CC(C)(C)c1ccc(C(=O)c2c[nH]c(C(=O)NCCCn3ccnc3)c2)cc1
  28, 4, -11%, 43%[activator]
- COc1ccccc1C(=O)N/C(=C\c1ccc(Br)cc1)C(=O)NCC(=O)O
  23, x, 1%, x
- N#CC1=C(N)Oc2n[nH]c(CSc3ccccc3)c2C12C(=O)Nc1ccccc12 (centres undefined)
  u, -1, -5%, -6%
- COc1ccccc1CNC(=O)CCN1C(=O)COc2ccccc21
  6, 2, -3%, -2%
- CN1CCN(C(=O)c2ccc3c(=O)n(Cc4ccc(Cl)cc4)c(=S)[nH]c3c2)CC1
  -8, u, -18%, 34%[activator]
- O=C(Oc1ccccc1)c1ccccc1OS(=O)(=O)c1ccccc1
  38, -1, 0%, 3%
- COc1ccccc1NS(=O)(=O)c1cccc(C(=O)N/N=C/c2ccc(N3CCOCC3)cc2)c1
  -5, x, -1%, x
- COC(=O)c1ccc(Cl)c(NC(=O)CN2CCN(Cc3ccccc3)CC2)c1
  -17, -3, 6%, -1%
- Cc1cc(NC(=O)C2(c3ccccc3)CCCC2)no1
  5, -13, -5%, -5%
- Cc1c(NC(=S)NC(=O)C2CCCCC2)c(=O)n(-c2ccccc2)n1C
  -3, x, -3%, x

# 3 of the compounds above, comma-delimited.
SMILES,PNC assembly inh,IMPase inh,12-hLO inh,ALOX15B inhib
Fc1c(F)c(F)c(CSc2nc3ccccc3[nH]2)c(F)c1F,41,-1,0%,6%
O=C(Nc1ccc(Cl)cc1)C(c1ccccc1)N(CCO)CCO (centres undefined),-3,-6,1%,-13%
COC(=O)C1C(=O)C2=C(CC1C)NC(C)=C(C(=O)OCCOc1ccccc1)C2c1ccc(C)o1 (centres undefined),33,3,3%,x

# (list continues)
# The line under a structure holds: PNC assembly inh, IMPase inh, 12-hLO inh, ALOX15B inhib
- COc1ccc(C(=O)C2C3C4COC(O4)C(=O)C3C3C=Cc4ccccc4N32)c(OC)c1 (centres undefined)
  x, 15, -16%, -21%
- CCOC(=O)c1c(C)nc2c(c1-c1ccccc1)C(=O)CC(C)(C)C2
  11, 12, -6%, -6%
- CCC(C)C(NC(=O)OC(C)(C)C)C(=O)NC(C(=O)N1CCCC1C(N)=O)C(C)CC (centres undefined)
  13, -2, -5%, 13%
- CCOC(=O)c1cnc(SCC(=O)Nc2cc(C(F)(F)F)ccc2N2CCOCC2)nc1N
  -2, u, -4%, 5%
- CCCCN(C)S(=O)(=O)c1ccc(C(=O)N=c2sc3cc(NC(C)=O)ccc3n2C)cc1
  -94*, x, 0%, x
- Cc1cc(-c2nn(-c3ccccc3)cc2/C=C2\SC(N)=NC2=O)ccc1OC(C)C
  -14, -3, -1%, x
- CCOC(=O)Cc1csc(NC(=O)CCS(=O)(=O)Cc2ccccc2)n1
  29, 3, -3%, -4%
- CNC(=O)c1sc(-c2cccnc2)nc1C
  56, 2, 7%, 3%
- O=C(Nc1ccccc1[N+](=O)[O-])C1C(c2ccccc2)=C1c1ccccc1
  70, 4, 2%, 3%
- O=C(NCCOC(=O)c1ccc(S(=O)(=O)N2CCOCC2)cc1)c1cccnc1
  31, -2, 1%, -1%

# The line under a structure holds: PNC assembly inh, IMPase inh, 12-hLO inh, ALOX15B inhib
- CC(=O)NC12CC3CC(C1)CC(C(=O)OCC(=O)c1ccc4c(c1)OCCO4)(C3)C2
  -12, 8, -2%, -3%
- O=C(C(c1ccccc1)c1ccccc1)N1CCN(Cc2ccccn2)CC1
  u, 2, -4%, -2%
- CCCCN(C(=O)CNC(=O)c1cccs1)C(C(=O)NC1CCCCC1)c1cccnc1 (centres undefined)
  207, -20, -1%, x
- Cc1ccc(CNC(=O)C(CCC(N)=O)NC(=O)OCc2ccccc2)cc1 (centres undefined)
  44, x, -2%, x
- COc1ccccc1N1CCN(c2cc(=O)n(Cc3ccc(F)cc3)c(=O)[nH]2)CC1
  43, -5, 4%, x
- Cc1cccnc1NC(=O)Cn1nc(-c2ccccc2)oc1=S
  u, x, 4%, x
- C/C(CC(=O)NCc1ccco1)=N\NC(=O)COc1ccc(C)cc1
  14, 2, -4%, x
- C=CCn1c(CSCc2ccccc2)nnc1SCC(=O)NCc1ccccc1
  -18, -7, 6%, 0%
- N=c1c(S(=O)(=O)c2ccccc2)cc2c(=O)n3ccccc3nc2n1Cc1ccco1
  -16, -4, -14%, u
- CC(C)c1nnc(SCC(=O)NCc2ccco2)n1C
  -15, -4, 0%, 3%

# From PubChem BioAssay

# This is a subset. The share of hits here may be higher or lower than overall.
